Assay outcomes as filed in PubChem.
E coli growth: bacterial growth inhibition, counter-screen for AddAB inhibitors; E. coli V3065 growth, OD600 absorbance, 18 h; inhibition, % at 11.9 µM; hit rate 0.27% among 330,000; AID 449728;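 active = inhibition above the campaign's mean inhibition across all tested compounds plus 3 SD, cut at about 9.9% in these data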;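 note: uninfected addAB+ strain grown without phage in ampicillin broth; 0% = DMSO wells and 100% = ciprofloxacin 0.95 µg/ml wells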
CAL PDZ FP-1: inhibitors of human CAL PDZ peptide binding | Q9HD26 | purified CAL PDZ, TMR-peptide fluorescence polarization, 1 h | inhibition, % at 20 µM | hit rate 0.02% among 330,000 | AID 504414;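 active = highest replicate inhibition of at least 40%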;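 note: plate controls were DMSO neutral control wells for no effect and unlabeled competitor peptide control wells for full effect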
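Material – purified CerCALP PDZ construct · Detection – FP readout, S and P plane fluorescence · Measure – percent inhibition from loss of millipolarization · Controls – unlabelled peptide for full inhibition, DMSO wells as neutral · Probe or stimulus – TMR-labelled reporter peptide T*-PRC34 bound in PDZ groove · Times – 1 h at RT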
Wnt bcat act: activators of Wnt/beta-catenin signaling | Wnt/beta-catenin reporter cell assay, activator, plate reader | activation, % at 9.35 µM | hit rate 1.2% among 300,000 | AID 743398; in the data active = activation above about 30%, passing the limit was not always enough; inconclusive = no clear call, values can overlap the other calls;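 note: 0% = neutral control wells and 100% = positive control wells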
MITF act: MITF TRPM1 promoter activation in melanoma cells; SK-MEL-5 TRPM1-promoter luciferase, 24 h; % of positive control, neutral wells = 0; AID 588334; hit rate 0.75% among 300,000; activation, % at 12.5 µM;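 active = mean activation of at least 80% with every replicate also reaching 80%; inconclusive = mean reaches 80% but some replicate falls short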;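 note: 0% = neutral control wells and 100% = parthenolide positive control wells; values of inactives mirror those of a sister screen read the other way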
SR-BI HDL uptake: mouse SR-BI HDL lipid transfer inhibition | Q61009 | ldlA[mSR-BI] CHO cells, DiI-HDL uptake fluorescence, 3 h | inhibition, % at 12.5 µM | hit rate 0.96% among 320,000;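 active = mean replicate inhibition of at least 70% and a set share of replicates each scoring 70 or more; inconclusive = meets just one of the two criteria; inactive = fails both criteria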;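 note: 0% = median of neutral control wells and 100% = median of positive control wells; values of inactives mirror those of a sister screen read the other way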
Target sequence (Q61009 whole entry, looked up): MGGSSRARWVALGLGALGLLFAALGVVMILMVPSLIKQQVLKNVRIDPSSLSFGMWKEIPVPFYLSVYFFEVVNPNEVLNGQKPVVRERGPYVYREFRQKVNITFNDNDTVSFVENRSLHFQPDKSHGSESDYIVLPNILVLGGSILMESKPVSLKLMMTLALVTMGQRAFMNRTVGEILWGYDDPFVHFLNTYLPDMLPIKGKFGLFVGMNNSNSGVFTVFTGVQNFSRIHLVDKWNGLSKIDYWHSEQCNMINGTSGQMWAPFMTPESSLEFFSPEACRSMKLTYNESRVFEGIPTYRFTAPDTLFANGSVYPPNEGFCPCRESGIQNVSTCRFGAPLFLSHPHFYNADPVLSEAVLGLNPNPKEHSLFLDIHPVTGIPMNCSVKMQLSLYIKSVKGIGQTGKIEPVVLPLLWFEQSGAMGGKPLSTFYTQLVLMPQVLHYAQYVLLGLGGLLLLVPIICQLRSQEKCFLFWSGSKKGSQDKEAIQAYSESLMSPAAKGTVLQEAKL
Tat export inh: inhibitors of E. coli Tat protein transport; E. coli MC4100 TorA-mCherry Tat export, fluorescence; inhibition, % at 10 µM; hit rate 0.036% among 340,000;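 active = mean replicate inhibition at least 50% and at least half of replicates individually reaching 50%; inconclusive = only one of the two criteria met; inactive = neither criterion met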;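 note: exported cargo escapes ClpAP degradation while cytoplasmic cargo is degraded and loses fluorescence; 0% = median of neutral control wells and 100% = median of NaSCN control wells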
SR-BI DiI-HDL act: enhances SR-BI lipid uptake from DiI-HDL; activation, % at 12.5 µM; hit rate 0.096% among 320,000; CHO ldlA[mSR-BI] cells, DiI-HDL uptake fluorescence, 3 h; 100 = double the neutral-control signal;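 active = mean replicate activation of at least 60% and every replicate at or above 60%; inconclusive = mean or all-replicate condition met, but not both; inactive = mean below 60% and not all replicates reaching 60%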;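 note: 0% = median plate neutral-control signal and 100% = twice that signal; values of inactives mirror those of a sister screen read the other way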
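Material: SR-BI-overexpressing, LDLR-lacking CHO cells | Dosing: Single compound concentration, delivered by pin transfer | Probe or stimulus: Labelled HDL, 10 µg/mL | Signal: Bottom-read cell fluorescence after medium removal, ex 550/em 595 nm | Schedule: 3 h, 37 °C | Evaluation: HDL uptake via cellular fluorescence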
CAL PDZ FP-2: blocks peptide binding to the human CAL PDZ domain. inhibition, % at 24.9 µM. AID 602252. hit rate 0.92% among 300,000. Q9HD26. purified CAL PDZ, TMR-peptide fluorescence polarization, 1 h;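 active = mean inhibition of at least 30% with at least half of replicates also reaching 30%; inconclusive = no clear call, values can overlap the other calls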;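 note: 0% = DMSO neutral control and 100% = excess unlabeled competitor peptide PRC23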
AddAB inh: less growth of phage-infected E. coli with AddAB; hit rate 0.29% among 330,000; E. coli expressing H. pylori AddAB, absorbance growth; inhibition, % at 11.9 µM; AID 435030; in the data active = inhibition above about 12%;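 note: 0% = vehicle wells of infected cells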
phage Ecoli inh: E. coli growth loss with phage present | growth absorbance | inhibition, % at 11.9 µM | hit rate 0.26% among 360,000; in the data active = inhibition above about 11%
An asterisk follows results filed as active; u = inconclusive; x = not tested or not shown. The order is random (roughly 3.6% active in at least one column).

SMILES	E coli growth	CAL PDZ FP-1	Wnt bcat act	MITF act	SR-BI HDL uptake	Tat export inh	SR-BI DiI-HDL act	CAL PDZ FP-2	AddAB inh	phage Ecoli inh
O=C(c1cc(-c2ccc(Cl)cc2)nc2ccccc12)N1CCC1	0.1	-3.6	0	-9	41	7	-41	1	-1.9	2.2
Cc1c(/C=C(\C#N)c2nn(-c3ccccc3)c(N)c2C#N)c2ccccc2n1Cc1ccc(F)cc1	-2.2	-0.3	x	-7	-12	-5	12	x	0.9	-0.6
O=C(CSc1oc(-c2ccccc2)nc1S(=O)(=O)c1ccccc1)NCC1CCCO1 (centres undefined)	0.2	-3.2	-2	2	12	-9	-12	-4	0.8	-1.3
CCc1ncc(/C=C2\C(=O)Nc3ccccc32)[nH]1	-0.9	0.3	20	x	4	-6	-4	x	-0.1	2.9
CCc1c(C)c2nncn2[nH]c1=O	-0.5	x	x	-9	-12	6	12	0	2.0	2.6
CC(C)C[C@H](NC(=O)c1[nH]cnc1C(=O)N[C@H](C)c1ccccc1)C(=O)OC(C)(C)C	-3.0	-0.3	-4	-14	-12	29	12	-1	-3.2	2.4
N#Cc1cc([N+](=O)[O-])c(-n2nnc3ccccc32)c([N+](=O)[O-])c1	-0.6	0.1	x	-12	-10	2	10	-1	0.6	x
COc1cccc(Sc2nc(-c3ccccc3)ncc2S(C)(=O)=O)c1	-0.5	-1.5	0	x	-1	-8	1	13	0.7	-1.7
Cc1ccc(S(=O)(=O)c2nc(-c3ccc(F)cc3)oc2SCC(N)=O)cc1	-2.9	0.5	x	-3	7	-3	-7	1	2.1	5.3
O=C(Nc1ncn[nH]1)c1ccc(S(=O)(=O)N2CCOCC2)cc1	0.0	-0.9	-2	16	x	-4	x	3	2.9	1.7
Cc1snc(SCC(=O)N/N=C(\N)COc2cccc(C(F)(F)F)c2)c1C#N	-2.0	-0.4	4	2	16	2	-16	3	0.3	1.6
CC(C)c1ccccc1NC(=S)NC(=O)C1CCCCC1	4.0	0.9	-4	-9	17	7	-17	-3	1.0	5.8
CCOC(=O)c1ccccc1Nc1cc(C)nc2nc(C)nn12	-0.5	-2.3	1	x	-6	3	6	x	2.1	2.3
NS(=O)(=O)c1cnccc1NCCc1ccccc1	-2.3	x	-2	x	x	x	x	x	-0.3	4.6
CCCC1(c2ccccc2)NC(=O)N(CC(=O)Nc2ccc3c(c2)OCCO3)C1=O (centres undefined)	1.5	0.7	2	6	24	5	-24	0	0.7	3.5
CCN(CC)CCCN(Cc1cc2cc3c(cc2[nH]c1=O)OCO3)C(=S)Nc1ccccc1	-1.0	-2.8	-1	6	-3	3	3	-1	0.3	0.0
O=C(NCCCCNC(=O)c1c(F)c(F)c(F)c(F)c1F)c1c(F)c(F)c(F)c(F)c1F	1.5	-0.1	-4	x	10	-8	-10	-1	2.5	3.3
CCOc1ccccc1NC(=O)CC1(CC(=O)N2CCOCC2)CCCC1	x	-0.7	-1	5	-1	2	1	x	x	1.9
COc1ccc(N2CCN(C(=O)C(Cc3ccccc3)NC(=O)c3ccccc3)CC2)cc1 (centres undefined)	x	-0.1	0	-8	37	-4	-37	x	x	2.0
Cc1cc(=O)oc2cc(NC(=O)COc3ccccc3[N+](=O)[O-])ccc12	3.9	-0.4	u	x	-3	-7	3	-1	1.2	0.9
CC(=O)c1ccccc1NS(=O)(=O)c1cccc2nonc12	-0.8	-2.1	-1	-9	-12	5	12	-1	-1.1	1.6
CN(Cc1ccc(Cl)c(Cl)c1)C(=O)c1cccc(S(=O)(=O)N2CCN(Cc3ccccc3)CC2)c1	0.3	-0.1	-3	-12	-7	2	7	x	-0.8	0.1
Fc1ccc(C(CCCn2nnc(-c3cccnc3)n2)c2ccc(F)cc2)cc1	-0.5	-0.4	x	-1	9	27	-9	0	1.4	0.6
CSc1cccc(NC(=O)Nc2ccccc2)c1	2.9	-0.9	x	49	14	-5	-14	-3	1.9	4.6
CCOc1cc(C(=O)OCC(=O)c2c[nH]c3ccccc23)ccc1OCC(=O)N1CCOCC1	-5.4	-3.9	x	-9	43	-8	-43	-1	0.3	0.5
CCOc1cc(C(=O)N(C)CC(=O)Nc2cccc(F)c2)ccc1OCC(=O)N1CCCCC1	-2.0	-1.1	-2	-19	2	-4	-2	-3	0.3	-0.1
COc1ccc(NC(=S)N2CCN(S(C)(=O)=O)CC2)cc1OC	0.2	-2.9	-1	-3	-19	-1	19	1	0.3	3.5
COc1ccc(-c2[nH]ncc2/C=N\NS(=O)(=O)c2ccc(Cl)cc2)cc1	1.4	-0.8	x	-3	-5	-6	5	0	3.6	x
O=C(Cn1cccc1C(=O)c1ccccc1)NCCCN1CCc2ccccc2C1	0.8	-15	0	-19	8	5	-8	2	-2.2	3.5
Cc1ccc(S(=O)(=O)N2CCCCC2)cc1C(=O)NCCc1ccccc1	-1.1	-1.1	0	8	-17	22	17	-2	-1.0	0.1
CCC1(CC)Cc2ccccc2-c2nc(CN(C)C)[nH]c(=O)c21	-3.4	x	1	-2	-23	1	23	-1	-4.4	-0.2
CCn1c(=N)n(CC(=O)c2ccc(Cl)c(Cl)c2)c2ccccc21	-3.0	-0.3	-1	3	37	-6	-37	-4	-3.0	0.9
O=C(Nc1nc(-c2ccc(F)c(F)c2)cs1)c1cnccn1	3.6	-2.0	1	8	x	1	x	-3	3.6	0.2
Cc1ccc(N=Nc2cc(C)ccc2N)cc1	-3.5	0.2	22	-1	x	-2	x	-1	-1.4	3.3
Cc1cc(C)n(-c2nc(SCC(=O)O)c3c4c(sc3n2)COC(C)(C)C4)n1	-6.4	-0.3	0	16	x	5	x	7	-4.7	-2.2
COc1ccc(N(C(=O)c2ccco2)S(=O)(=O)c2cc(OC)ccc2OC)cc1	-1.5	-0.3	x	-1	-12	5	12	1	-1.9	2.2
COCCSc1nnc(NC(=O)CSCc2ccccc2)s1	-0.6	-0.8	x	-4	-23	-3	23	0	-0.4	-1.6
Cc1cc(C)cc(NC(=O)CN2CCN(c3ccccn3)CC2)c1	-3.3	-0.3	-1	x	5	1	-5	-4	1.2	0.0
Cc1nnsc1NC(=O)OCc1ccc(C(C)(C)C)cc1	4.0	0.4	-3	-21	21	5	-21	-1	3.0	2.6
COc1cccc2cc(C(=O)NC3CC4CCC3C4)oc12 (centres undefined)	-0.9	-2.4	0	x	-8	-6	8	-7	0.7	1.7
O=C(Nc1ccc(NC(=O)c2sc3ccccc3c2Cl)cc1)c1ccco1	1.0	0.5	20	2	-11	-2	11	-2	5.4	5.5
Cc1cccc(N2CCN(S(=O)(=O)c3ccc4c(c3)C(C)(C)C(=O)N4C)CC2)c1C	-1.8	-0.9	-5	-7	-17	-5	17	x	-1.7	1.2
O=C(Cn1cc2c(n1)CCCCC2)NCc1ccccn1	-0.3	-0.3	0	x	-10	1	10	x	4.8	2.4
Cc1[nH]nc2c1C(CCc1ccccc1)C(C#N)=C(N)O2 (centres undefined)	-2.4	-0.6	-3	-9	-1	-8	1	2	-2.1	2.8
CCc1ccccc1NC1=NCC(=O)N1C1CCCC1	-1.1	-0.6	0	-5	-45	-7	45	-8	1.8	5.2
CC1(C)Cc2c(sc3nnn(CC(=O)Nc4ccccc4)c(=O)c23)CO1	0.2	-0.6	1	-5	-23	3	23	1	2.0	0.9
Cc1sc2nc(SCC(=O)c3cccs3)n(Cc3ccco3)c(=O)c2c1C	-2.4	-1.3	x	-2	10	33	-10	x	0.3	2.4
Cc1c(C)c2ccc(OC(C)C(=O)NCCc3c[nH]c4ccccc34)cc2oc1=O (centres undefined)	-0.8	-0.3	0	-4	19	13	-19	2	3.2	2.1
Cc1cc(S(=O)(=O)N2CCOCC2)ccc1OCC(=O)NCCN1CCOCC1	-0.4	-3.1	-4	8	0	-10	0	5	2.6	1.1
COc1cc(NC(=O)CN2C(=O)C(=O)N(CC(C)C)C2=O)cc(OC)c1	x	-0.5	3	-10	-4	-2	4	-6	x	4.1
Following part
SMILES	E coli growth	CAL PDZ FP-1	Wnt bcat act	MITF act	SR-BI HDL uptake	Tat export inh	SR-BI DiI-HDL act	CAL PDZ FP-2	AddAB inh	phage Ecoli inh
CC(=O)N1CCN(c2nc(C)nc3sc4c(c23)CCC(C)C4)CC1 (centres undefined)	0.0	-1.3	-3	x	48	-1	-48	-1	-1.3	1.5
COc1cc(NC(=O)CN2c3ccccc3CC2C)cc(OC)c1OC (centres undefined)	-1.7	-2.0	0	1	-16	-3	16	0	-0.6	1.1
COc1ccc(NC(=O)C/C(C)=N/NC(=O)c2ccncc2)c([N+](=O)[O-])c1	1.6	0.5	0	-10	-17	1	17	1	1.9	4.8
C/C(=N\N=C1\NC(=O)C(CC(=O)NCc2ccccc2)S1)C(C)C (centres undefined)	-3.1	-2.6	-5	-10	-18	4	18	-2	1.3	3.7
Cc1cc(/C=C(\C#N)C(=O)NCc2cccs2)c(C)[nH]1	0.2	-3.5	-1	18	4	-4	-4	-3	5.2	2.1
CC(=O)Oc1ccc(/C(C)=N\N2CCN(Cc3ccc(Cl)cc3)CC2)cc1	-2.1	0.6	0	x	-3	5	3	-3	-0.5	-0.2
O=C(c1ccc(S(=O)(=O)N2CCCC2)cc1)N1CCCC(C(F)(F)F)C1 (centres undefined)	0.9	-2.2	2	1	12	-6	-12	-1	5.2	2.4
Cc1cccc(NC(=O)Nc2nnc(-c3ccccc3)o2)c1	-3.1	-3.1	x	24	-16	-9	16	-5	0.7	4.3
Cc1cc(S(=O)(=O)NCc2ccncc2)c(C)cc1Br	-1.4	-0.7	-10	-26	-22	-5	22	-4	3.7	3.9
CC(C)(C)NC(=O)C(c1ccc(Cl)cc1)N(Cc1ccco1)C(=O)CCl (centres undefined)	-0.9	1.4	1	x	5	-5	-5	-1	1.2	1.4
COc1cccc(Nc2nc(N)nc(C(F)(F)F)n2)c1	2.8	-4.0	x	x	-14	18	14	-2	-0.1	2.3
CC(C)(C)OC(=O)Nc1ncnc2c1ncn2C1OC(CO)C2OC(C)(C)OC21 (centres undefined)	2.7	-0.5	2	-8	-4	-8	4	x	-0.2	2.7
CCOC(CNC(=O)CCc1c(C)nc2nc(C)nn2c1C)OCC	1.4	-1.6	x	x	-10	-1	10	2	0.5	3.4
COc1ccc(C(=O)N=C2SC3CS(=O)(=O)CC3N2Cc2ccccc2)cc1OC (centres undefined)	0.3	-0.9	-1	5	28	-5	-28	x	2.7	-0.3
O=C1CCN(S(=O)(=O)c2ccccc2)CCN1CCOCc1ccc(C(F)(F)F)cc1	-0.2	0.8	1	-9	-15	-8	15	-1	4.3	1.8
